# core dimer inh: inhibitors of HCV core protein dimerization, primary screen, biochemical, TR-FRET, high-throughput. TR-FRET GST/Flag-core106 dimerization, 1536-well. inhibition, % at 5 µM. 300,000 compounds, 0.33% hits;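 active means inhibition above the mean of all tested compounds plus 3 SD, set per screening campaign, cut at about 45% in these data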
#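 System: GST/Flag-tagged HCV core106 proteins. Incubation: compound-protein-antibody incubation 4 h at 22.5 °C. Technique: HTRF with 340 nm excitation, 617/671 nm emission. Medium: KF-containing HEPES buffer, pH 7.45, DTT, CHAPS, BSA. Read-out: inhibition (%) from 671 over 617 nm ratio. Also added: Eu(K)-anti-GST 90 ng/mL plus XL665-anti-Flag 1 µg/mL.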
# PP1 inh: PP1-alpha phosphatase inhibitors, primary screen, counter-screen for PP5 inhibitor project, biochemical, fluorescence, OMFP substrate, single point. AID 2235, 2010. inhibition, % at 6.7 µM. 320,000 compounds, 0.9% hits. purified PP1alpha. Serine/threonine-protein phosphatase PP1-alpha catalytic subunit (Homo sapiens), P62136;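 active means inhibition above the mean inhibition of all tested compounds plus 3 SD, computed separately for each screening campaign, cut at about 15% in these data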
# Target sequence (P62136 whole entry, looked up): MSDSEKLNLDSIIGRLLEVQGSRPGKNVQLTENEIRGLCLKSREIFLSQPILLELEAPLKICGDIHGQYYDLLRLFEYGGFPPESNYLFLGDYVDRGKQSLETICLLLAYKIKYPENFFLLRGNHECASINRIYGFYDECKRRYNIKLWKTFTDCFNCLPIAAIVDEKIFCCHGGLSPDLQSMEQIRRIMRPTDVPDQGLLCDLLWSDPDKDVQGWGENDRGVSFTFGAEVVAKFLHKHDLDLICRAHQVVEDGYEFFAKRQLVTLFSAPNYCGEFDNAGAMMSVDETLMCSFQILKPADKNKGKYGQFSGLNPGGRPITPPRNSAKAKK
# ZTA DNA inh: counter-screen for EBNA-1 inhibitors: inhibitors of Epstein-Barr virus ZTA | inhibition, % at 11 µM | P03206 | ZTA-DNA binding, fluorescence polarization | 320,000 compounds, 0.15% hits | AID 2234; in the data active means inhibition above about 33%
# Target sequence (P03206 whole entry, looked up): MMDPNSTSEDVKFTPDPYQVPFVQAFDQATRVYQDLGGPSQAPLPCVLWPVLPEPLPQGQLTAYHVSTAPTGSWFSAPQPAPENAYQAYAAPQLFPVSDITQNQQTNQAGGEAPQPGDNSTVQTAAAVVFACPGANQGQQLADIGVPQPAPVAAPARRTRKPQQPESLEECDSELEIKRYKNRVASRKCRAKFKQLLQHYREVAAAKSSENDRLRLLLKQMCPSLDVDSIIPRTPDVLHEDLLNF
# PP5 primary: PP5 phosphatase inhibitors, primary screen, biochemical, fluorescence; 320,000 compounds, 0.18% hits; AID 1987, 2009; Serine/threonine-protein phosphatase 5 (Homo sapiens), P53041; purified PP5c, OMFP substrate fluorescence; inhibition, % at 6.7 µM;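 active means inhibition above the campaign's mean inhibition across all tested compounds plus 3 SD, cut at about 9.5% in these data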;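 further: 0% = DMSO only and 100% = 100 µM cantharidin control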
# Target sequence (P53041 whole entry, looked up): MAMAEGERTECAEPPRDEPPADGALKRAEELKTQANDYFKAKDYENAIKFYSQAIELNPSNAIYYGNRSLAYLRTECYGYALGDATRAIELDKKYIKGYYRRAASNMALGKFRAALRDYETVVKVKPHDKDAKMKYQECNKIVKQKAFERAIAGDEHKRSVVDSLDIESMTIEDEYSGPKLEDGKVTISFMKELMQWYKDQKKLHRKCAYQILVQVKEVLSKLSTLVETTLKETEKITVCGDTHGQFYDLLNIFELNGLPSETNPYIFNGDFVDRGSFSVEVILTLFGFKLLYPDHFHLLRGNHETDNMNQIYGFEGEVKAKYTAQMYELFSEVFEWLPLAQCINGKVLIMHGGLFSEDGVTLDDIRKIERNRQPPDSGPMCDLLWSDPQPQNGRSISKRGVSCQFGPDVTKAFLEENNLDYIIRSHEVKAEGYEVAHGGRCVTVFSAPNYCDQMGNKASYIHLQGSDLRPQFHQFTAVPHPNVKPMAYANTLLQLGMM
# EBNA-1 inhibitor: EBNA-1 DNA-binding inhibitors, primary screen, biochemical, fluorescence polarization. AID 1950, 2009. inhibition, % at 14.8 µM. 300,000 compounds, 0.34% hits; in the data active means inhibition above about 28%
# PREPL inhibitor: PREPL enzyme inhibitors, primary screen, biochemical, fluorescence polarization; inhibition, % at 5.96 µM; recombinant PREPL, fluorescence polarization activity-based probe; Prolyl endopeptidase-like (Homo sapiens), Q4J6C6; AID 2751, 2010; 320,000 compounds, 0.68% hits; in the data active means inhibition above about 43%;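 further: 0% = enzyme with DMSO and 100% = wells lacking enzyme; many of its hits are not listed in these tables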
# Efflux pump mplx: inhibitors of Candida efflux pumps in yeast, primary screen, S. cerevisiae, Nile Red, multiplex; inhibition, % at 10 µM; 330,000 compounds, 0.44% hits; S. cerevisiae Candida pump triplex;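 active means plate passing quality check with inhibition over a set limit, or well fluorescence over plate mean plus 4 SD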;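 further: Nile Red retained in pooled yeast measured as flow cytometry median fluorescence; 0% = buffer negative control and 100% = Enniatin B positive control; higher means more Nile Red kept so more efflux inhibition; some compounds called inactive have numbers as strong as hits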
# TPT1 inh: Candida albicans TPT1 enzyme inhibitors, primary screen, biochemical, fluorescence polarization; recombinant caTPT1, FP RNA substrate dephosphorylation; inhibition, % at 5 µM; 300,000 compounds, 0.81% hits;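 active means inhibition above the mean of all tested compounds plus 3 SD, set per screening campaign, cut at about 24% in these data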;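 further: plate controls were DMSO alone for no effect and ferristatin control at 100 nM for full effect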
# Fh CTSL1 inh: Fasciola hepatica cathepsin L1 inhibitors, primary screen, counter-screen for PFM18AAP inhibitor project, biochemical, QFRET, fluorogenic peptide substrate. recombinant F. hepatica cathepsin L1, Z-Leu-Arg-MCA fluorescence. inhibition, % at 5.96 µM. 300,000 compounds, 0.49% hits. AID 1906, 2009;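 active means inhibition above the mean of all tested compounds plus 3 SD, set per screening campaign, cut at about 17% in these data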;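 further: 0% = plate median of test compound wells and 100% = 1 µM Z-Phe-Ala-diazomethylketone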
# * marks the source's active call; other numbers are inactive results; / = not tested or not shown. The list is partial; the hit share may differ from the screen's.
item	SMILES	core dimer inh	ZTA DNA inh	PP1 inh	Efflux pump mplx	EBNA-1 inhibitor	PREPL inhibitor	PP5 primary	TPT1 inh	Fh CTSL1 inh
1	COc1ccc(N2CCN(C(=O)c3ccccc3)CC2)c([N+](=O)[O-])c1	0.4	-25.8	10.3	-0.2	-13.6	8.4	0.7	-2.0	4.5
2	CCOc1ccc(C(=O)Nc2c3c(nn2-c2ccccc2)CS(=O)(=O)C3)cc1	-4.7	7.0	-5.6	-0.8	11.5	-1.9	-0.3	0.8	-1.2
3	Cc1c(N=C2NC(=O)/C(=C/c3cccc([N+](=O)[O-])c3)S2)c(=O)n(-c2ccccc2)n1C	-6.1	-9.9	-1.2	1.1	4.1	7.8	0.5	-3.0	0.6
4	CC1CCCN(C(=O)COC(=O)Cc2c(F)cccc2Cl)C1 (stereo not drawn)	-19.4	-3.7	3.1	-0.3	5.0	17.9	2.1	-5.9	0.2
5	COCCn1c(Cc2ccccc2)nnc1SCc1ccc([N+](=O)[O-])cc1	-2.9	-5.3	0.7	0.1	-8.3	6.2	2.9	2.4	-1.7
6	COc1ccc(CC(=O)N/N=C(\C)c2cccs2)cc1	-1.4	-4.1	-6.4	0.2	-11.1	9.3	-3.9	-1.2	3.7
7	CCN1CCN(CC(=O)Nc2ccc(C)c(Br)c2)CC1	8.0	-7.5	0.2	0.0	3.2	3.2	0.6	-3.0	-3.4
8	O=C1c2cc3ccccc3c(-c3ccccc3)c2C(=O)N1c1ccccn1	0.5	-7.8	0.4	-0.1	15.8	12.5	0.8	-2.8	3.6
9	C/C(N)=C(/C#N)C(=O)COc1ncnc2ccc(Br)cc12	-1.7	9.6	4.0	-0.1	1.0	6.9	3.0	-6.3	3.9
10	O=C(NCc1ccccn1)Nc1ccc2c(c1)OCO2	-1.3	-11.3	1.3	-0.1	3.5	17.2	-2.6	-1.1	0.3
11	COc1ccc(S(=O)(=O)n2cnc3ccccc32)cc1	-5.9	12.2	-2.2	0.5	-1.7	-9.1	2.5	3.1	-5.5
12	Cc1ccc(CC(=O)Nc2cc([N+](=O)[O-])ccc2F)cc1	10.8	6.3	2.7	-0.1	4.6	12.4	-0.4	-0.8	0.5
13	COc1ccccc1NC(=O)/C=C1\SCC(=O)N1C	-2.5	-6.0	-3.7	-0.1	4.9	7.9	-0.5	-3.0	-0.6
14	CCc1ccc(-n2c(=O)c3ccc(C(=O)NCCc4ccccc4)cc3n(CC(N)=O)c2=O)cc1	3.0	4.8	0.8	-0.1	11.6	12.7	0.5	-2.5	6.2
15	Clc1ccccc1Nc1nc2ccccc2o1	/	9.6	-2.1	-0.1	/	-11.6	2.5	/	/
16	O=[N+]([O-])c1nn(-c2ccc(Cl)cc2)n(O)c1=NCc1ccccc1	-1.9	-9.5	-1.4	0.2	-2.9	3.0	1.1	-1.3	-4.9
17	S=c1[nH]nc(-c2ccc(Cl)cc2Cl)n1Cc1ccccc1	3.4	17.3	1.1	-0.1	16.9	-3.7	0.8	1.1	-1.0
18	O=C(CN1CCCCC1)NNC(=O)c1ccc([N+](=O)[O-])cc1	-2.2	10.9	-4.1	-0.1	6.5	0.8	0.1	2.5	0.5
19	O=C(Oc1cccnc1)c1ccc(Cl)cc1	-3.7	0.9	-0.6	0.1	-7.6	8.2	0.4	2.2	3.5
20	Cc1ccc(NC(=O)COc2ccc(/C=C3/SC(=Nc4ccccc4)N(Cc4cccnc4)C3=O)cc2)cc1	13.1	6.6	4.3	0.0	6.1	-2.7	3.1	5.9	-0.5
21	Cn1c(SCc2c(F)cccc2Cl)nc2ccccc2c1=O	/	-8.0	-3.1	-0.3	/	4.7	1.1	/	/
22	CCCCn1c(C(C)NC(=O)c2cccs2)nc2ccccc21 (stereo not drawn)	0.6	-5.7	-4.5	-0.1	-6.7	-6.3	1.5	1.3	8.1
23	Clc1ccc(COn2nnc3ccccc32)c(Cl)c1	3.4	-5.1	-4.5	0.1	11.7	-47.7	0.2	-0.5	-1.1
24	Cc1nc(N2CCN(c3ccccc3)CC2)nc2c1C(=O)CC(C)C2 (stereo not drawn)	-1.4	-8.8	0.0	0.0	4.3	3.3	-1.7	-1.9	0.8
25	CCOC(=O)Cc1csc(NC(=O)c2ccco2)n1	-3.3	1.4	-3.2	-0.3	13.5	3.2	-2.1	2.1	3.5
26	S=C(NNc1nc(Nc2ccccc2)nc(N2CCCCC2)n1)NC1CCCCC1	13.8	13.4	8.3	0.1	-1.0	-4.8	0.8	-2.5	0.9
27	CC(=O)Nc1ccc(N=Nc2ccccc2)cc1	0.2	15.4	-0.7	0.1	-1.8	-0.2	-1.9	-0.7	1.9
28	Cc1ccc(NC(=O)C2=C(O)CCn3c2nc2ccccc23)cc1	0.2	-7.8	-3.1	0.0	5.9	28.9	0.9	0.6	1.9
29	Cc1ccc(-c2cc(C(=O)NCCN3CCOCC3)c3ccccc3n2)o1	1.7	-9.8	-2.2	-0.3	7.3	9.0	-1.1	-3.5	1.6
30	BrC(=C\c1ccccc1)/C=N/N1CCN(c2ccccc2)CC1	3.8	21.2	-2.5	0.0	0.9	5.1	1.7	3.3	3.0
31	Cc1nc(C)c(-c2ccc(SCc3cccc(F)c3)nn2)s1	6.7	-6.0	-0.7	0.1	-12.5	13.3	1.2	0.2	-7.1
32	Cc1cc(Oc2ccc(=O)n(C)n2)nc(Oc2ccc(=O)[nH]n2)n1	-3.0	-4.7	-1.1	0.0	7.0	1.5	0.2	-4.3	0.0
33	COc1ccccc1C1/C(=C(\O)c2ccc3c(c2)OCCO3)C(=O)C(=O)N1CCCn1ccnc1 (stereo not drawn)	-10.0	-15.3	3.0	0.0	-3.3	5.5	0.6	-1.4	0.8
34	COCCNC(=O)C(c1ccc(OC)cc1)N(C(=O)Cn1nnc2ccccc21)c1cccnc1 (stereo not drawn)	-2.1	-7.8	-0.9	0.0	-9.4	1.1	2.5	-6.5	-3.5
35	O=C(COc1ccccc1Cl)c1ccc[nH]1	67.3*	-4.8	-8.2	0.7*	-17.4	-3.0	1.3	-4.3	-6.0
36	Cc1ccsc1/C=N/NC(=O)c1nnn(-c2nonc2N)c1-c1ccc2c(c1)OCO2	7.3	2.0	4.5	0.2	-11.8	6.5	4.3	-0.2	3.2
37	Cc1ccc(C)c(OCCC(=O)NNC(=O)c2cc(C)oc2C)c1	/	-5.5	-3.4	0.1	/	-5.5	2.3	/	/
38	CN1CCN(CCCCOc2ccccc2-c2ccccc2)CC1	-7.9	1.7	6.5	-0.2	4.0	-24.7	4.5	-0.8	2.7
39	O=C(c1ccsc1)N1CCCC(N2CCOCC2)C1 (stereo not drawn)	-2.0	7.2	-1.0	-0.2	0.0	2.6	-1.3	-0.9	-3.2
40	Cc1nn(CC(=O)N2CCC(C)CC2)c(=O)c2cccn12	-20.7	-9.1	-3.9	-0.1	-5.1	7.9	-1.4	-5.3	3.1
41	O=C(COC(=O)c1ccc(NS(=O)(=O)c2ccc3c(c2)OCCO3)cc1)NCC1CCCO1 (stereo not drawn)	-4.8	9.8	-2.9	0.0	-1.9	5.7	-0.4	-3.1	-3.7
42	CCOC(=O)c1oc2ccc(Cl)cc2c1NC(C)=O	-0.6	1.9	-1.8	0.1	-1.7	0.3	1.2	0.9	3.2
43	COc1ccc(S(=O)(=O)N2CCCCCC2)cc1NC(=O)CN(C)Cc1ccc2c(c1)OCO2	/	15.1	4.7	0.4	/	6.8	4.8	/	/
44	COCCCNC(=O)CCn1c(=O)c2ccccc2n(CC(=O)NCCC2=CCCCC2)c1=O	2.8	-6.6	-0.1	0.0	-8.2	2.4	1.6	-0.6	8.1
45	CCc1ccc(OCCOCC(O)CNC(C)(C)C)cc1 (stereo not drawn)	-1.1	6.5	-0.6	0.1	3.3	15.4	2.7	3.5	4.3
46	COc1ccc(OCCn2cc(/C=C(\C#N)C(=O)NCc3ccco3)c3ccccc32)cc1	6.3	17.3	0.6	0.1	25.2	-5.9	2.1	0.1	2.4
47	Cn1c(SCC(=O)NCCc2ccccc2)nnc1C1CCCCC1	1.8	3.9	-4.0	0.0	9.3	4.5	-1.6	-5.4	3.0
48	O=C(Nc1ccncc1)c1ccc2ccccc2c1	-3.5	4.8	-4.8	0.2	0.6	8.8	-2.3	3.8	-8.3

# Along the list, from the results shown.
# Compounds 40–48 in ZTA DNA inh, in turn: -9.1, 9.8, 1.9, 15.1, -6.6, 6.5, 17.3, 3.9, 4.8
# Compounds 40–48 in PREPL inhibitor, in turn: 7.9, 5.7, 0.3, 6.8, 2.4, 15.4, -5.9, 4.5, 8.8

# Reprinted from the listing for reference:
item	SMILES	core dimer inh	ZTA DNA inh	PP1 inh	Efflux pump mplx	EBNA-1 inhibitor	PREPL inhibitor	PP5 primary	TPT1 inh	Fh CTSL1 inh
47	Cn1c(SCC(=O)NCCc2ccccc2)nnc1C1CCCCC1	1.8	3.9	-4.0	0.0	9.3	4.5	-1.6	-5.4	3.0
48	O=C(Nc1ccncc1)c1ccc2ccccc2c1	-3.5	4.8	-4.8	0.2	0.6	8.8	-2.3	3.8	-8.3

# More structures follow:
item	SMILES	core dimer inh	ZTA DNA inh	PP1 inh	Efflux pump mplx	EBNA-1 inhibitor	PREPL inhibitor	PP5 primary	TPT1 inh	Fh CTSL1 inh
49	Cc1onc(-c2ccccc2)c1C(=O)NC(=S)NNC(=O)c1ccc(O)cc1	-1.0	5.3	2.8	-0.5	-2.5	11.3	1.9	-1.4	0.6
50	COc1ccc(C(=O)NCC(=O)OCC(=O)Nc2sccc2C#N)cc1OC	18.6	3.4	2.0	0.0	-3.0	12.6	0.3	8.5	-26.6
51	Cc1ccccc1NC1=NC(=S)N(c2ccccc2)C12CCOC(C)(C)C2 (stereo not drawn)	0.1	5.2	-2.0	0.0	-1.6	2.8	0.2	-3.7	2.2
52	CCOC(=O)/C(C#N)=C1/SC(CC)C(=O)N1c1ccc(Br)cc1 (stereo not drawn)	7.0	6.2	1.9	0.2	6.3	3.5	-0.6	0.2	-0.4
53	Cc1ccc(/C=C(\C#N)C(=O)NC(C)c2ccccc2)o1 (stereo not drawn)	12.5	-5.2	1.6	0.0	11.5	2.9	0.2	7.2	3.3
54	CCOP(=O)(OCC)C(Nc1ccc(F)cc1)c1ccccc1 (stereo not drawn)	-2.3	-5.8	-0.5	0.0	-1.4	-2.4	0.9	-3.7	-3.9
55	CC(=O)NCCc1nc2cc(NS(=O)(=O)c3ccc(Cl)cc3)ccc2n1C	-13.1	-4.3	-3.9	-0.1	-21.9	12.0	1.5	-2.6	1.9
56	CCCC1S/C(=N/N=C/c2ccco2)NC1=O (stereo not drawn)	0.9	19.4	1.0	0.0	0.5	-0.4	1.6	-1.9	0.0
57	CC(C)CN(C(=O)CC1OC(=O)c2ccccc21)c1c(N)n(Cc2ccccc2)c(=O)[nH]c1=O (stereo not drawn)	0.1	0.9	4.3	0.0	-6.7	3.9	-1.5	0.3	-5.5
58	O=C(CCCn1c(=O)c2sccc2n(CC(=O)NCc2ccco2)c1=O)NCc1ccco1	4.1	-20.9	5.8	0.1	-0.5	6.2	0.4	-3.1	4.0
59	Cc1cc(C)n(-c2nncn2/N=C/c2ccccc2F)n1	-5.2	-2.3	1.3	-0.2	-6.0	-3.1	0.6	-2.1	-0.8
